Screening results (PubChem)
PRC2 inh: EZH2/PRC2 methyltransferase inhibitors, primary screen, biochemical, DELFIA time-resolved fluorescence, single point; inhibition, % at 12.5 µM; Histone-lysine N-methyltransferase EZH2 (Homo sapiens), Q15910; AID 651548, 2012; 57,000 compounds, 0.35% hits; PRC2 H3K27 methylation, DELFIA TRF, 1 h;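 active = mean inhibition of replicates at least 50% and every single replicate also reaching 50%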;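 also: dimethyl H3K27 on biotinylated H3 21-44 peptide detected by antibody; plate controls were median neutral control wells for no effect and median positive control wells for full effect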
Target sequence (Q15910 whole entry, looked up): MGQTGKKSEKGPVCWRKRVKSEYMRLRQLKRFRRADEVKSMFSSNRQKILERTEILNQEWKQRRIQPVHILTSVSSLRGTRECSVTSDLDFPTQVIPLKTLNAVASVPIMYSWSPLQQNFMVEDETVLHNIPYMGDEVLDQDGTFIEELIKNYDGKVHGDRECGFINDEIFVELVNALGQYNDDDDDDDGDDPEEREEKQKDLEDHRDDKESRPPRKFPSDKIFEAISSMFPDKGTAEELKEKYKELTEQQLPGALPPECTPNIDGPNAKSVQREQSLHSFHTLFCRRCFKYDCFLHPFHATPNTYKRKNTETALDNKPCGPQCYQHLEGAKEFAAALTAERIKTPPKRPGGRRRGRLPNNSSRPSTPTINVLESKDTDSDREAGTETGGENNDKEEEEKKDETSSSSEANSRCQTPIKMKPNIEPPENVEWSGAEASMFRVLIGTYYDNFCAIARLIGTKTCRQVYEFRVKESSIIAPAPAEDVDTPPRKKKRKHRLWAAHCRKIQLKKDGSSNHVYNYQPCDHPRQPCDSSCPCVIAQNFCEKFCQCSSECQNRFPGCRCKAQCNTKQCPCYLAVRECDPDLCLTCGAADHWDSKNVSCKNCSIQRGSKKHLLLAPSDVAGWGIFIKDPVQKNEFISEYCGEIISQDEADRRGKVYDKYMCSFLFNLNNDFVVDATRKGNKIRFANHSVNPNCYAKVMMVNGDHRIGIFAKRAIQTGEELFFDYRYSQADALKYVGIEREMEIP
IDH1 mut inh: inhibitors of IDH1 R132H reductase, primary screen, biochemical, plate reader, single point; diaphorase/resazurin fluorescence, 60 min; inhibition, % at 10 µM; Isocitrate dehydrogenase [NADP] cytoplasmic (Homo sapiens), O75874; 70,000 compounds, 0.18% hits; in the data active = inhibition above about 34%;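 also: 0% = DMSO and 100% = no enzyme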
Starred values were filed as active, the others as inactive; nt = not tested or not shown. Some of the compounds tested. The share of hits here may be higher or lower than overall.

SMILES | PRC2 inh | IDH1 mut inh
O=C(C[C@H]1C=C[C@H](NS(=O)(=O)c2ccccc2)[C@@H](CO)O1)NCc1ccccc1F | 5.0 | -0.3
COc1cccc(OCCSc2nc(N)cc(N)n2)c1 | 22.2 | 0.5
C[C@H](NC(=O)C[C@@H]1C=C[C@H](NC(=O)C2CCC2)[C@@H](CO)O1)c1ccccc1 | 3.0 | 0.1
O=C(C[C@@H]1CC[C@@H](NS(=O)(=O)c2ccccc2)[C@H](CO)O1)N1CCc2ccccc2C1 | 22.2 | 0.0
CN(C)CC(=O)N[C@@H]1CC[C@H](CC(=O)NCc2ccc(Cl)cc2)O[C@@H]1CO | -3.6 | -0.1
O=C(C[C@@H]1C[C@@H]2c3cc(NC(=O)Nc4ccccc4F)ccc3O[C@@H]2[C@@H](CO)O1)NCC1CC1 | -6.2 | 0.3
C[C@@H]1CN([C@@H](C)CO)C(=O)Cc2cc(NC(=O)C3CC3)ccc2O[C@@H]1CN(C)C(=O)Nc1ccc(F)cc1 | -8.1 | 1.7
C[C@@H]1CN([C@H](C)CO)C(=O)c2cccc(NC(=O)Nc3cccc4ccccc34)c2O[C@@H]1CN(C)Cc1ccc(C(=O)Nc2ccccc2N)cc1 | -18.9 | 0.1
Cc1ccc(S(=O)(=O)N[C@@H]2CC[C@@H](CC(=O)N3CCC(Cc4ccccc4)CC3)O[C@H]2CO)cc1 | -6.3 | -0.4
COC(=O)c1ccccc1NC(=O)CN(c1cccc(F)c1)S(C)(=O)=O | 15.9 | 0.0
C[C@H](CO)N1C[C@H](C)[C@@H](CN(C)C(=O)Nc2ccc(C(F)(F)F)cc2)Oc2ccc(NC(=O)Nc3ccccc3)cc2C1=O | nt | 0.2
COc1ccc(-n2c(CCn3c4ccccc4c4ccccc43)n[nH]c2=S)cc1 | nt | -0.7
Cc1ccc(S(=O)(=O)N(C)C[C@H]2Oc3ccc(NC(=O)Nc4ccc(C(F)(F)F)cc4)cc3CC(=O)N([C@@H](C)CO)C[C@H]2C)cc1 | nt | 1.7
COc1ccccc1CNC(=O)C[C@@H]1C[C@@H]2c3cc(NC(=O)CC4CC4)ccc3O[C@@H]2[C@H](CO)O1 | -19.1 | -0.5
COc1ccc(S(=O)(=O)Nc2ccc3c(c2)C(=O)N([C@@H](C)CO)C[C@H](C)[C@@H](CN(C)S(=O)(=O)c2ccc(OC)cc2)O3)cc1 | nt | -1.2
C[C@@H]1CN([C@@H](C)CO)C(=O)c2cccc(NC(=O)CCCCCC(=O)Nc3ccccc3N)c2O[C@@H]1CN(C)C(=O)Nc1ccccc1 | 12.6 | nt
O=C(NCC[C@H]1CC[C@@H](NC(=O)C2CC2)[C@@H](CO)O1)c1cnccn1 | 2.7 | -0.2
Cc1ccc(S(=O)(=O)N(C)CC(=O)Nc2ccc(C#N)cc2)cc1 | 6.9 | 0.2
C#Cc1ccc([C@H]2C=C(C(=O)N3CCOCC3)O[C@@H](OCC)[C@@H]2CCCO)cc1 | -7.8 | nt
C[C@H](CO)N1C[C@H](C)[C@@H](CN(C)Cc2cccc(C(=O)O)c2)Oc2ncc(C#CCN(C)C)cc2C1=O | 8.7 | 0.4
COc1ccc(CCNC(=O)[C@@H]2c3ccccc3C(=O)N(Cc3ccccc3OC)[C@H]2c2ccc(CO)cc2)cc1 | 3.6 | nt
COc1ccccc1-c1nnc(SCC(=O)Nc2ccccc2C(F)(F)F)n1C | -11.1 | 0.0
O=C(C[C@H]1C[C@H]2c3cc(NC(=O)Cc4ccncc4)ccc3O[C@H]2[C@@H](CO)O1)NCCc1ccccc1 | -3.1 | -1.2
C[C@@H]1CN([C@@H](C)CO)C(=O)c2cc(N(C)C)ccc2O[C@H]1CN(C)C | 10.2 | 0.8
C[C@@H]1CN([C@@H](C)CO)C(=O)Cc2cc(NC(=O)c3ccncc3)ccc2O[C@@H]1CN(C)S(=O)(=O)c1cn(C)cn1 | nt | 1.8
COc1ccc(CN(C)C[C@@H]2Oc3ccc(NS(=O)(=O)c4ccc(F)cc4)cc3C(=O)N([C@@H](C)CO)C[C@@H]2C)cc1 | -5.7 | -0.9
COC(=O)CCCCCCC(=O)N/N=C/[C@H](O)[C@H](O)[C@@H](O)[C@H](C)O | 4.3 | 1.1
C[C@@H]1CN([C@@H](C)CO)C(=O)c2cc(NS(=O)(=O)c3ccc(F)cc3)ccc2O[C@H]1CN(C)Cc1ccc(C(=O)Nc2ccccc2N)cc1 | -1.1 | 0.2
CC[C@H](C)[C@H]1O[C@]2(CC[C@@H]1C)C[C@@H]1C[C@@H](C/C=C(\C)[C@@H](O[C@H]3C[C@H](OC)[C@@H](O[C@H]4C[C@H](OC)[C@@H](O)[C@H](C)O4)[C@H](C)O3)[C@@H](C)/C=C/C=C3\CO[C@@H]4[C@H](O)C(C)=C[C@@H](C(=O)O1)[C@]34O)O2 | nt | -1.1
CN1CCN(C(=O)C2=C[C@@H](c3ccccc3)C[C@@H](OCc3ccc(CO)cc3)O2)CC1 | -0.7 | nt

Fetched by compound from above, 5 records:
SMILES | PRC2 inh | IDH1 mut inh
C[C@@H]1CN([C@@H](C)CO)C(=O)c2cccc(NC(=O)CCCCCC(=O)Nc3ccccc3N)c2O[C@@H]1CN(C)C(=O)Nc1ccccc1 | 12.6 | nt
O=C(C[C@H]1C=C[C@H](NS(=O)(=O)c2ccccc2)[C@@H](CO)O1)NCc1ccccc1F | 5.0 | -0.3
CC[C@H](C)[C@H]1O[C@]2(CC[C@@H]1C)C[C@@H]1C[C@@H](C/C=C(\C)[C@@H](O[C@H]3C[C@H](OC)[C@@H](O[C@H]4C[C@H](OC)[C@@H](O)[C@H](C)O4)[C@H](C)O3)[C@@H](C)/C=C/C=C3\CO[C@@H]4[C@H](O)C(C)=C[C@@H](C(=O)O1)[C@]34O)O2 | nt | -1.1
O=C(C[C@@H]1CC[C@@H](NS(=O)(=O)c2ccccc2)[C@H](CO)O1)N1CCc2ccccc2C1 | 22.2 | 0.0
COc1ccc(CCNC(=O)[C@@H]2c3ccccc3C(=O)N(Cc3ccccc3OC)[C@H]2c2ccc(CO)cc2)cc1 | 3.6 | nt

More entries follow:
SMILES | PRC2 inh | IDH1 mut inh
Cc1cc(C)n(CC(O)COc2ccc3cc(Br)ccc3c2)n1 (centres undefined) | -2.1 | 0.7
CC(Sc1nc2ccccc2c(=O)[nH]1)C(=O)Nc1ccc(Cl)cc1 (centres undefined) | 39.7 | 3.4
COc1ccccc1NC(=O)N[C@@H]1C=C[C@@H](CC(=O)N[C@H](C)c2ccccc2)O[C@@H]1CO | 5.3 | 0.0
O=C(Cc1ccncc1)Nc1ccc2c(c1)[C@H]1C[C@@H](CC(=O)NC3CCCCC3)O[C@@H](CO)[C@H]1O2 | 7.4 | 0.1
C[C@H](O)C#Cc1ccc2c(c1)O[C@@H](CN(C)Cc1cccnc1)[C@H](C)CN([C@@H](C)CO)S2(=O)=O | 4.1 | 0.7
O=c1c2c3c(sc2nc(SCc2nc(-c4cccs4)no2)n1-c1ccccc1)CCCC3 | 3.2 | -0.6
C[C@H]1CN([C@@H](C)CO)S(=O)(=O)c2ccc(C3=CCCCC3)cc2O[C@@H]1CN(C)Cc1cncnc1 | -8.8 | 1.8
CC(C)C#Cc1ccc2c(c1)O[C@H](CN(C)C(=O)CC1CC1)[C@@H](C)CN([C@@H](C)CO)S2(=O)=O | nt | -0.3
Cc1noc(C)c1NC(=O)N(C)C[C@H]1Oc2ccc(NC(=O)CCN3CCOCC3)cc2CC(=O)N([C@H](C)CO)C[C@@H]1C | nt | 0.0
CO[C@@H]1CN(C)C(=O)c2cc(NS(=O)(=O)c3ccccc3C)ccc2OC[C@H](C)NC[C@H]1C | -2.9 | 0.1
C[C@H]1CN([C@@H](C)CO)C(=O)c2cc(NC(=O)CCC(F)(F)F)ccc2O[C@H]1CN(C)C(=O)Nc1ccccc1 | -4.4 | 2.0
C[C@@H]1CN([C@@H](C)CO)C(=O)c2cc(C3=CCCCC3)cnc2O[C@@H]1CN(C)Cc1ccccc1C(=O)O | 3.1 | nt
C[C@@H]1CN([C@@H](C)CO)S(=O)(=O)c2ccc(C3=CCCC3)cc2O[C@H]1CN(C)C(=O)Nc1ccc2c(c1)OCO2 | nt | -0.4
Cc1noc(C)c1S(=O)(=O)Nc1ccc2c(c1)C(=O)N([C@@H](C)CO)C[C@@H](C)[C@@H](CN(C)C(=O)Cc1ccccc1)OCCCC[C@@H](C)O2 | nt | -3.7
C[C@H](NC(=O)C[C@@H]1C[C@H]2c3cc(NC(=O)Nc4ccc(C(F)(F)F)cc4)ccc3O[C@H]2[C@H](CO)O1)c1ccccc1 | -11.7 | 2.1
COc1ccc(NC(=O)Nc2ccc3c(c2)C(=O)N([C@@H](C)CO)C[C@@H](C)[C@H](CN(C)Cc2ccc4c(c2)OCO4)O3)cc1 | -3.4 | nt
Cc1ccc(F)cc1NC(=O)CSc1nnc(-c2ccccc2Cl)o1 | 9.4 | -0.2
C=CCNC(=O)[C@@H]1[C@H]2C(=O)O[C@H](c3ccccc3)[C@H](c3ccccc3)N2[C@H](c2ccc(O)cc2)[C@@]12C(=O)Nc1ccc(C#Cc3ccc(OC)cc3)cc12 | -31.1 | nt
C[C@H]1CN([C@@H](C)CO)C(=O)CCCn2nncc2CO[C@H]1CN(C)C(=O)Nc1cccc(Oc2ccccn2)c1 | nt | 2.4
CC(=O)Nc1ccc(C(=O)CSc2cc(C)c3ccccc3n2)cc1 | -11.6 | -0.9
C[C@H](CO)N1C[C@H](C)[C@H](CN(C)C)Oc2ccc(NS(=O)(=O)c3cccs3)cc2C1=O | 10.8 | 4.8
CO[C@@H]1CN(C)C(=O)c2ccc(NC(=O)C3CC3)cc2OC[C@H](C)NC[C@H]1C | 6.8 | -0.1
CCC(=O)Nc1ccc2c(c1)C(=O)N(C)C[C@@H](OC)[C@@H](C)CN(C(=O)c1ccc(F)cc1)[C@@H](C)CO2 | 1.8 | 0.0
CO[C@H]1CN(C)C(=O)c2cccc(C#N)c2OC[C@@H]2O[C@@H](CC[C@H]2OC)CCN(C)C(=O)[C@@H]1C | 1.2 | 0.2
C[C@@H]1CCCCO[C@@H](CN(C)C(=O)Nc2ccc(F)cc2)[C@@H](C)CN([C@@H](C)CO)C(=O)c2cc(N(C)C)ccc2O1 | -7.0 | -0.6
CO[C@H]1CN(C)C(=O)c2ccc(NC(=O)C3CC3)cc2OC[C@H](C)N(Cc2ccncc2)C[C@@H]1C | 1.7 | -0.1
COc1ccc(NC(=O)Nc2ccc3c(c2)C(=O)N([C@H](C)CO)C[C@H](C)[C@H](CN(C)C)O3)cc1 | 1.4 | 1.7
CNC[C@H]1Oc2ccc(NC(=O)Nc3c(C)noc3C)cc2CC(=O)N([C@@H](C)CO)C[C@@H]1C | -13.5 | 2.8
CCCc1cc(=O)n2[nH]c(NCc3ccccc3OC)nc2n1 | -7.5 | -0.3
Cn1cnc(S(=O)(=O)N[C@@H]2C=C[C@H](CC(=O)N3CCN(c4ccccc4)CC3)O[C@H]2CO)c1 | 12.8 | -0.4
COc1ccc(C(=O)COc2cccc(NC(=O)c3ccccc3C)c2)cc1 | -10.1 | 0.7
C[C@H](CO)N1C[C@H](C)[C@H](CN(C)CC2CCCC2)OCc2cn(nn2)CCCC1=O | nt | 0.4
Cc1ccc(-c2nnc3c4ccccc4c(C)nn23)cc1S(N)(=O)=O | -3.1 | -0.1
C[C@@H]1CN([C@@H](C)CO)C(=O)c2cc(NC(=O)Nc3ccc(C(F)(F)F)cc3)ccc2O[C@@H](C)CCCCO[C@@H]1CN(C)S(=O)(=O)c1cccs1 | nt | 1.9
CC(C)C#Cc1ccc2c(c1)O[C@H](CN(C)C(=O)c1cccc(F)c1)[C@H](C)CN([C@H](C)CO)S2(=O)=O | -1.3 | -0.1
C[C@H](CO)N1C[C@H](C)[C@@H](CN(C)Cc2ccc(C(=O)Nc3ccccc3N)cc2)Oc2c(NC(=O)c3ccncc3)cccc2C1=O | -7.5 | nt
CC(C)NC(=O)N[C@@H]1CC[C@H](CCN)O[C@@H]1CO | -14.6 | -0.1
C[C@@H]1CN([C@H](C)CO)C(=O)Cc2cc(NC(=O)C3CCCCC3)ccc2O[C@@H]1CN(C)Cc1ccc(C(F)(F)F)cc1 | nt | 2.2
C[C@@H]1CN([C@H](C)CO)C(=O)c2cc(NS(=O)(=O)c3ccccc3)ccc2O[C@@H]1CN(C)S(=O)(=O)c1ccc(Cl)cc1 | nt | -0.4
CC(C)NC(=O)Nc1ccc2c(c1)CC(=O)N([C@H](C)CO)C[C@H](C)[C@H](CN(C)S(=O)(=O)c1ccccc1)O2 | 0.6 | 2.3
O=C(C[C@@H]1C[C@@H]2c3cc(NC(=O)CC4CC4)ccc3O[C@@H]2[C@H](CO)O1)NCc1cccc(F)c1 | -3.0 | 0.4
O=C(C[C@H]1C=C[C@@H](NC(=O)C2CC2)[C@H](CO)O1)NC1CCC1 | -1.9 | 0.3
CN(C)CC(=O)Nc1ccc2c(c1)[C@H]1C[C@H](CC(=O)N3CCN(C)CC3)O[C@H](CO)[C@H]1O2 | -0.8 | 0.2
NCC[C@H]1CC[C@H](NC(=O)c2ccccc2F)[C@@H](CO)O1 | 4.0 | 0.2
C[C@@H]1CN([C@@H](C)CO)C(=O)c2ccccc2-c2ccccc2CO[C@@H]1CN(C)C(=O)CCN(C)C | -3.9 | 0.2
C[C@@H]1CN([C@@H](C)CO)C(=O)c2cccc(NS(=O)(=O)c3cn(C)cn3)c2O[C@@H]1CN(C)CC1CC1 | nt | 0.6
C[C@@H]1CN([C@@H](C)CO)C(=O)Cc2cc(NS(=O)(=O)c3ccc(Cl)cc3)ccc2O[C@H]1CN(C)CC1CCCCC1 | -9.0 | 1.8
C[C@@H]1CN([C@H](C)CO)C(=O)c2cc(-c3ccc(C#N)cc3)cnc2O[C@@H]1CN(C)C(=O)c1cccnc1 | 3.4 | 3.7
CO[C@@H]1CN(C)C(=O)c2cc(NC(=O)CC(F)(F)F)ccc2OC[C@@H](C)N(C(=O)C2CCCC2)C[C@H]1C | -1.5 | 0.0
O=C(O)CCn1nc(-c2ccc(F)cc2)ccc1=O | -0.8 | -0.1
